hIAP block: blocks human intestinal alkaline phosphatase; 330,000 tested, 0.12% active; inhibition, % at 10 µM; AID 2544; purified IAP, CDP-Star luminescence, 30 min;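 active means inhibition reaching a set limit with compound at 10 µM in the primary screen, cut at about 35% in these data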;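 further: plate controls were DMSO wells with enzyme for no effect and no-enzyme buffer wells for full effect; values of inactives mirror those of a sister screen read the other way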
Target sequence (P09923 whole entry, looked up): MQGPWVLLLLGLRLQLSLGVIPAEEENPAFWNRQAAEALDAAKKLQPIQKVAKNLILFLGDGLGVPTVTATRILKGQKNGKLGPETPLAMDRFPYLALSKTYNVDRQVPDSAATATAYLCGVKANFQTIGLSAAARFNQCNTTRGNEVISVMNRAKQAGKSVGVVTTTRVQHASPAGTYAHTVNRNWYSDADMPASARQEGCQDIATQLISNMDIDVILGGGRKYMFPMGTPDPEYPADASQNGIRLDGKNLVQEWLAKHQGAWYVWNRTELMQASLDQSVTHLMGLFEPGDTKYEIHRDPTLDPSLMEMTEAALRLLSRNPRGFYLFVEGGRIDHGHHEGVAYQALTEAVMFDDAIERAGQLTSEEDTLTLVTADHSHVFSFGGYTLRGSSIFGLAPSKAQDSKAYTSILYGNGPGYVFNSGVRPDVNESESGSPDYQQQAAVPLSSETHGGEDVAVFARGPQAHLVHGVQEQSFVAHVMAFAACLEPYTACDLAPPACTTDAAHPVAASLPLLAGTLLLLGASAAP
TIM10 inh: growth inhibitors of TIM10 yeast strain; S. cerevisiae TIM10 strain growth, BacTiter-Glo luminescence, 24 h; inhibition, % at 10 µM; 330,000 tested, 1.4% active; AID 463195;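 active means inhibition of 40% or more at the single tested concentration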;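 further: wild-type TIM10 isogenic control strain grown at permissive 25 °C; 0% = DMSO yeast wells and 100% = minimal medium wells without yeast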
Apaf1 inhib: inhibitors of human Apaf-1 apoptosome; O14727; reconstituted apoptosome caspase-3 activity, DEVD-Rh110 fluorescence; inhibition, % at 20 µM; 330,000 tested, 0.71% active; AID 489030; active means inhibition of at least 40% at 20 µM;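 further: plate controls were DMSO wells for no effect and DEVD-CHO caspase inhibitor wells for full effect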
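Material: reconstituted apoptosome with Apaf-1, cytochrome c, caspase-9, procaspase-3, dATP / Buffer or medium: pH 7.5 Hepes buffer with CHAPS, BSA, DTT / Also added: cytochrome c with DEVD-Rh110 / Schedule: compound with Apaf-1, dATP, procaspase-3 30 min, then 50 min reaction, room temperature / Technique: rhodamine 110 fluorescence at Ex 480/Em 540 nm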
mIAP activ: mouse IAP activation | muIAP, CDP-Star luminescence, 30 min; hits give high values; 1 = vehicle-only enzyme signal, 0 = enzyme-free wells | activation factor at 10 µM | 330,000 tested, 0.24% active;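 active means activation factor of at least 2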; further: the source names both 10 and 20 µM as test concentration; values of inactives mirror those of a sister screen read the other way
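System: Mouse IAP enzyme | Also added: CDP-Star substrate | Dosing: Compounds dispensed in DMSO | Schedule: 30 min enzyme-substrate-compound incubation at room temperature | Technique: Chemiluminescence readout | Control set: DMSO-only wells and no-enzyme negative control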
NALP3 yeast inh: inhibitors of NALP3 inflammasome in yeast; Yeast reconstituted NLRP3/ASC/caspase-1, beta-gal luminescence, 24 h; inhibition, % at 10 µM; 330,000 tested, 0.39% active; AID 2825;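 active means inhibition of 50% or more; inactive means inhibition below 50%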;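 further: plate controls were induced DMSO wells for no effect and uninduced yeast grown without galactose for full effect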
tim10-1 inh: inhibits growth of tim10-1 mutant yeast. S. cerevisiae tim10-1 ts strain growth, BacTiter-Glo, 24 h. inhibition, % at 20 µM. 330,000 tested, 2.2% active. AID 463190;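 active means inhibition of at least 40%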;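 further: mutant grown at 25 °C; 0% = DMSO wells with yeast and 100% = wells holding no yeast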
hIAP act: increases human intestinal alkaline phosphatase activity; P09923; purified human IAP, CDP-Star luminescence, 30 min; hits give high values; 1 = vehicle-only enzyme, 0 = enzyme-free background; activation factor at 10 µM; 330,000 tested, 0.16% active;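 active means activation factor of the enzyme at least 2-fold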; further: the source names both 10 and 20 µM as test concentration; values of inactives mirror those of a sister screen read the other way
ATG4B inhibitor: inhibitors of human ATG4B cysteine protease; AID 504462; inhibition, % at 8.33 µM; ATG4B cleavage of LC3-PLA2, NBD-HPC fluorescence, 1 h; Q9Y4P1; 340,000 tested, 0.51% active; in the data active means inhibition above about 40%
Target sequence (Q9Y4P1 whole entry, looked up): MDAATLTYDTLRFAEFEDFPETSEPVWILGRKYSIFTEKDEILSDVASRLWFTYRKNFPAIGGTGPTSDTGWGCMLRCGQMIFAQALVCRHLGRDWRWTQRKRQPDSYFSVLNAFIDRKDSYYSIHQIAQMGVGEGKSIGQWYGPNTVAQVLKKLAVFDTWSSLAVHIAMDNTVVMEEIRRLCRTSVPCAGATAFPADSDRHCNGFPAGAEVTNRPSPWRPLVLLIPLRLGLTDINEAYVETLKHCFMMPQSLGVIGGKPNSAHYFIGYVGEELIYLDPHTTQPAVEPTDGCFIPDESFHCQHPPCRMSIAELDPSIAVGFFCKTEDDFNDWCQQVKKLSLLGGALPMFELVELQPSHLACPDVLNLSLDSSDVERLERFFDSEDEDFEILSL
mIAP block: blocks mouse intestinal alkaline phosphatase. 330,000 tested, 0.2% active. inhibition, % at 10 µM. AID 2806. purified mouse IAP, CDP-Star luminescence, 30 min;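 active means inhibition of at least 40% at 10 µM in the primary screen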;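 further: plate controls were DMSO with enzyme for no effect and no enzyme wells for full effect; values of inactives mirror those of a sister screen read the other way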
* marks the source's active call; other numbers are inactive results.

Molecule,hIAP block,TIM10 inh,Apaf1 inhib,mIAP activ,NALP3 yeast inh,tim10-1 inh,hIAP act,ATG4B inhibitor,mIAP block
CCOC(=O)C1C(c2ccccc2)N(C)OC1(O)C(F)(F)F (stereo not given),12,15,2,0.98,6,14,0.88,0,2
COc1ccc(OCCCC(=O)OCC(=O)Nc2sccc2C(N)=O)cc1,4,-2,8,1,2,-4,0.96,0,0
CCCCCCn1nc(C(=O)OCC(=O)c2c(N)n(C)c(=O)n(C)c2=O)c2ccccc2c1=O,16,18,-4,0.94,6,21,0.84,-14,6
O=C(N/C=C/c1ccco1)Nc1cccc(Cl)c1,6,6,-4,0.91,19,-28,0.94,20,9
COc1ccccc1C(=O)NC(=O)COC(=O)c1nc2nc(C)cc(C)n2n1,3,13,1,1.1,5,-4,0.97,-14,-7
CC(=O)N1CCN(c2ccc(NC(=O)c3ccc(Cl)c([N+](=O)[O-])c3)cc2)CC1,-7,3,0,0.95,6,8,1.1,-4,5
CCn1cnc2cc(NCc3nc4ccccc4n3Cc3ccccc3)ccc21,-6,26,15,0.98,-3,25,1.1,-7,2
S=c1[nH]nc(-c2cc(-c3ccccc3)n[nH]2)n1/N=C/c1ccc(Cl)cc1,-103,1,19,0.99,21,4,2*,10,0
O=C(NCCCn1ccnc1)/C(=C/c1ccco1)NC(=O)c1cccs1,-4,-10,8,0.96,12,-2,1,1,4
Cc1nc(C(F)(F)F)ccc1C(=O)Nc1ccccc1F,-8,10,-3,0.94,-5,1,1.1,-2,6
COc1cccc(NC(=S)NNC(=O)c2ccccc2OC(F)F)c1,17,12,-12,0.91,17,31,0.83,-1,9
CC/C(=N/Nc1ccc(Cl)cc1)c1cnnc(SC)n1,7,9,15,0.94,27,10,0.93,-3,6
COc1ccc(C2C(C#N)=C(N)Oc3cc(C)[nH]c(=O)c32)cc1OC (stereo not given),12,8,-12,0.93,-9,-12,0.88,-7,7
COC(=O)CCCC1=CC2=C(c3ccccc3)C(=O)C(C)(OC(=O)C3CCCC3)C(=O)C2=CN1CCc1c[nH]c2ccccc12 (stereo not given),0,13,13,0.92,18,16,1,-12,8
Cc1cccc(-n2cnc(C(=O)NNC(=S)Nc3ccccc3)c2)n1,-88,9,-8,0.87,18,-2,1.9,-4,13
CCOc1ccc(NC(=O)C(=O)NCC2CCCN2CC)cc1 (stereo not given),-1,9,-4,0.97,4,1,1,1,3
CC1Cc2ccccc2N1C(=O)CSc1nc(-c2ccccc2)cs1 (stereo not given),-21,16,9,0.91,6,19,1.2,15,9
CCOc1ccc(-c2nnc(N)o2)cc1,-15,-9,-5,0.78,-8,11,1.1,0,22
COc1ccc(O)c(C(=O)c2cnc3c(c2)c(C)nn3CCO)c1,10,4,1,0.95,14,-8,0.9,1,5
CC(C)(C)c1ccc(C(=O)Nc2ccc(O)c3c(=O)cc(-c4ccccc4Cl)oc23)cc1,-3,-2,6,0.9,19,-22,1,-14,10
CCn1c(=O)oc2cc(NC(=O)CCl)ccc21,-2,-11,-4,0.95,43,-23,1,-8,5
CCOC(=O)c1c(NC(=O)C2CC=CCC2C(=O)O)sc(C)c1CC (stereo not given),-14,16,-3,0.98,19,15,1.1,-9,2
CC(=O)N(c1nnc(-c2ccc(C)cc2)s1)C1CCCC1,-14,-6,-4,0.92,-2,-1,1.1,-2,8
CCOC(=O)c1cc(-c2ccccc2)n(CC(=O)Nc2ccc(OC)cc2)c1C,2,6,-1,1.3,-2,29,0.98,0,-34
Cc1ccc(OCC(=O)NN2C(=O)c3ccccc3C2=O)cc1,8,0,4,0.8,9,-12,0.92,-11,20
CCC(C)(C)NC(=O)C(c1ccc(OC)cc1)N(C(=O)CCC(=O)Nc1cc(C)on1)c1cccc(F)c1 (stereo not given),13,10,3,0.99,15,14,0.87,-3,1
COc1cccc(CNC(=O)COC(=O)c2ccc(C(=O)c3ccccc3)cc2)c1,-2,-6,10,0.95,9,14,1,8,5
CCOC(=O)c1sc(C)c(C(=O)NCCCN2CCOCC2)c1N,-9,3,1,0.97,-50,5,1.1,1,3
O=C(c1cn(-c2ccccc2)nc1-c1ccncc1)N1CCCCC1,7,17,-5,1.1,-19,22,0.93,-15,-6
CC(C)C1C(c2ccccc2)NC(c2ccccc2)CC1(O)c1ccc(F)cc1 (stereo not given),6,18,11,0.93,15,13,0.94,-9,7
CCOC(=O)Cn1c(=N)n(CCOc2cccc(C)c2)c2ccccc21,13,-3,-8,1,29,3,0.87,-10,-3
Nc1ccc(Cc2ccc(N)c(C(=O)O)c2)cc1C(=O)O,-2,-4,8,0.95,-4,4,1,16,5
Cn1c(NC(=O)c2cccs2)cc(=O)n(C)c1=O,6,2,8,0.92,12,-6,0.94,-2,8
COc1ccc(OCC(=O)Nn2c(-c3ccc(C)cc3)nc3ccccc3c2=O)cc1,6,19,5,0.99,5,26,0.94,5,1
CCn1c2ccccc2c2nnc(SCc3ccc(C(=O)OC)o3)nc21,20,22,18,0.78,18,33,0.8,12,22
Cc1cccn2c(=O)c(/C=C(\C#N)C(=O)NC3CCS(=O)(=O)C3)c(N3CCC(C)CC3)nc12 (stereo not given),15,-2,-14,1,17,-15,0.85,3,0
COc1ccc(C(=O)Cn2c(Br)nc3c2c(=O)n(C)c(=O)n3C)cc1,13,-3,-14,0.88,3,7,0.87,-13,12
CS(=O)(=O)N1CCCC(C(=O)Nc2ccc(F)c(F)c2)C1 (stereo not given),0,7,-3,0.92,5,-14,1,9,8
Cc1ccc(N2CCN(S(=O)(=O)c3ccc(F)c(C)c3)CC2)c(C)c1,9,22,10,1,10,15,0.91,2,-2
COc1ccc(NC(=O)CSc2nnc(C3CCCCC3)n2N)cc1OC,-12,3,-3,0.96,15,-6,1.1,-8,4
Cc1ccc(C2NC(=O)c3c(sc(C)c3C)N2)c(O)c1 (stereo not given),-64,9,-17,0.86,3,5,1.6,-13,14
Cc1cc(C)n2nc(CNS(=O)(=O)c3ccc(F)cc3)nc2n1,8,-2,-5,0.96,0,-12,0.92,-4,4
Nc1nonc1-n1nnc(C(=O)N/N=C/c2ccccc2Cl)c1-c1ccccc1,12,9,7,0.96,20,-16,0.88,-16,4
Nc1cccc(CN2CCCC2)c1,5,-8,2,1.1,-4,-25,0.95,0,-7
CO/N=C/c1ccc(Sc2ccccc2)c([N+](=O)[O-])c1,3,-9,6,0.97,5,-6,0.97,5,2
Cc1cccc2cc(CN(C(=O)c3cnccn3)C3CCCCC3)c(Cl)nc12,5,21,15,0.98,13,4,0.95,-6,2
CN(C(=O)c1ccco1)c1nc(-c2ccc(F)cc2)cs1,-30,4,1,0.95,21,8,1.3,-1,5
O=C1CCCN1CC(O)CS(=O)(=O)Cc1ccccc1Cl (stereo not given),-34,-6,4,1.1,8,11,1.3,4,-7
Cc1ccc(OCC(=O)Nc2ccc3c(c2)C(=O)NC3=O)cc1,-1,23,-3,0.91,19,18,1,0,9
Cc1oc(-c2ccc(Cl)cc2)nc1CN1CCC(C(=O)N2CCN(Cc3ccccc3)CC2)CC1,24,-39,30,0.89,15,-3,0.76,-2,11
COc1cccc(-c2c(NC(=O)c3ccco3)oc3ccc(Cl)cc3c2=O)c1,10,4,-1,1,10,22,0.9,-3,-3
O=C(Nc1ccc(F)cc1)C1CCC(CNc2c(N3CCCCC3)c(=O)c2=O)CC1 (stereo not given),-19,-1,-16,1.1,15,-10,1.2,-1,-15
CCOC(=O)c1cc(S(=O)(=O)N2CCN(c3ccccc3OC)CC2)cn1C,-16,5,-9,0.97,18,0,1.2,-3,3
Cc1cccc(OCC(=O)NNS(=O)(=O)c2ccccc2F)c1,6,5,3,1,21,-9,0.94,-10,0
COC(=O)[C@@]12CCCN1[C@H](c1ccc(-c3ccc(OC)cc3)c(OC)c1)[C@H]1C(=O)N(C)C(=O)[C@H]12,12,-5,16,1.1,1,1,0.88,-14,-9
CCCCOC(=O)Nc1ccc(C(N)=O)cc1,14,-13,10,1,10,-9,0.86,-1,-2
CCOc1ccc(S(=O)(=O)N2CCN(CCNS(=O)(=O)c3ccc(C)cc3)CC2)cc1,-13,8,12,0.94,8,24,1.1,-7,6
Cc1cc(C)cc(N(C(=O)c2ccccn2)C(C(=O)NC2CCCCC2)c2ccncc2)c1 (stereo not given),13,10,3,0.95,8,15,0.87,-13,5
CC(=O)O[C@]1(C(C)=O)CCC2C3CCC4=C/C(=N/OCC(=O)O)CC[C@]4(C)C3CC[C@@]21C (stereo not given in full),3,9,-1,1,13,-8,0.97,-1,0
CCOCCCNCC(=O)NCC1CCCCC1,18,-3,1,1.1,13,-13,0.82,-8,-6

Ordered by number of heavy atoms (high to low): some entries from above.
Molecule,hIAP block,TIM10 inh,Apaf1 inhib,mIAP activ,NALP3 yeast inh,tim10-1 inh,hIAP act,ATG4B inhibitor,mIAP block
CCOc1ccc(S(=O)(=O)N2CCN(CCNS(=O)(=O)c3ccc(C)cc3)CC2)cc1,-13,8,12,0.94,8,24,1.1,-7,6
Cc1ccc(OCC(=O)Nc2ccc3c(c2)C(=O)NC3=O)cc1,-1,23,-3,0.91,19,18,1,0,9
CN(C(=O)c1ccco1)c1nc(-c2ccc(F)cc2)cs1,-30,4,1,0.95,21,8,1.3,-1,5
CCOCCCNCC(=O)NCC1CCCCC1,18,-3,1,1.1,13,-13,0.82,-8,-6

(further entries)
Molecule,hIAP block,TIM10 inh,Apaf1 inhib,mIAP activ,NALP3 yeast inh,tim10-1 inh,hIAP act,ATG4B inhibitor,mIAP block
O=S(=O)(Nc1cccc(-c2cn3cccnc3n2)c1)c1ccccc1,0,4,-3,0.95,1,5,1,0,4
C/C(=N\S(=O)(=O)c1ccc(C)cc1)N1CCN(S(=O)(=O)c2ccccc2)C1C(C)C (stereo not given),-15,12,11,0.91,12,12,1.1,-1,9
CC(=O)NC(CC(=O)Nc1ccc(S(=O)(=O)NC2=NCCCCC2)cc1)c1ccccc1 (stereo not given),7,-8,-13,1,10,-8,0.93,-1,-1
S=C(NCc1cccs1)Nc1cccc(Cl)c1Cl,1,41*,3,1.3,11,50*,0.99,52*,-32
COc1ccc(NS(=O)(=O)c2ccc3c(c2)N(C(C)=O)CCS3)cc1,12,5,3,1,-1,1,0.88,-14,-1
c1ccc(-c2noc(-c3ccc4c(c3)OCO4)n2)cc1,0,5,4,1,8,19,1,-5,-4
CS(=O)(=O)N(CC(=O)N1CCc2ccccc2C1)c1ccc(Br)cc1,-18,18,-15,1,6,8,1.2,-12,0
COC(=O)c1sc(NC(=O)CSc2nnc(Cn3nnc4ccccc43)n2C)nc1C,-40,5,5,0.98,16,-12,1.4,11,2
CN(Cc1c(F)cccc1Cl)C(=O)CNC(=O)c1ccc2c(c1)OCO2,-7,-5,12,0.99,19,7,1.1,1,1
COc1cc(OC)c2ccc(=O)oc2c1C(CCN1CCCC1)c1ccc(N(C)C)cc1 (stereo not given),-15,9,2,0.98,17,-13,1.1,5,2

Source: PubChem BioAssay (Sanford-Burnham Center for Chemical Genomics)
